Mcl1 Bid PPI: disrupts binding of human Mcl-1 to Bid peptide; Q07820; TR-FRET Mcl-1/Bid-Dy647 peptide binding, 1536-well; inhibition, % at 21.7 µM; 0.97% of 220,000 active; AID 1021;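 active = compounds that cut the binding signal by more than half at the single screening dose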;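 note: His-tagged Mcl-1 with europium anti-His antibody binding Bid BH3 peptide; 0% = Mcl-1 plus peptide wells and 100% = peptide-only wells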
Target sequence (Q07820 whole entry, looked up): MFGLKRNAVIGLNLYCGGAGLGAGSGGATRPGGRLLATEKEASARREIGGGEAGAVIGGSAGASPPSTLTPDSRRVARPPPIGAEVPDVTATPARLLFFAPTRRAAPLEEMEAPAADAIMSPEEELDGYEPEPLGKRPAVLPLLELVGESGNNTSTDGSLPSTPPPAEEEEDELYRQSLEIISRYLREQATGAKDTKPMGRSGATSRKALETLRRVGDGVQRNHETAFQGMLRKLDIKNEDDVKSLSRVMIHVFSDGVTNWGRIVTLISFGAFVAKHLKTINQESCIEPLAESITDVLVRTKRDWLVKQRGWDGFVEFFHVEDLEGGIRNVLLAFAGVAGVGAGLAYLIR
Pf gametocyte: inhibitors of late stage P. falciparum gametocyte viability. P. falciparum stage V gametocytes, ATP luminescence, 24 h. inhibition, % at 10.9 µM. 0.065% of 150,000 active. AID 743093;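 active = inhibition above the mean plus 3 SD of compounds within the control limits, set per campaign, cut at about 38% in these data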;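 note: 0% = DMSO wells and 100% = medium only without gametocytes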
Mcl1 Noxa PPI: Mcl-1/Noxa interaction inhibition | Q07820 | TR-FRET Mcl-1/Noxa peptide binding, 2 h | inhibition, % at 21.7 µM | 1.5% of 220,000 active | AID 1022;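 active = compounds that cut the protein-peptide binding signal by more than 50% relative to plate controls in a single-dose test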;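 note: His-tagged Mcl-1 with rhodamine Noxa BH3 peptide and terbium anti-His antibody; 0% = Mcl-1 plus Noxa peptide wells and 100% = peptide-only wells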
Avidin bead fluor: compound fluoresces at 488/530 nm on avidin beads; AID 1775; compound fluorescence 488/530 nm, flow cytometry; stronger effect = higher value; fluorescence (KMESF) at 10 µM; 0.38% of 220,000 active; in the data active = fluorescence above about 47; note: inactives centre near 10
* hit, by the source's call. The list is partial; the hit share may differ from the screen's.

SMILES	Mcl1 Bid PPI	Pf gametocyte	Mcl1 Noxa PPI	Avidin bead fluor
Cc1ccc(/C=N/NC(=O)c2nnn(-c3nonc3N)c2CSc2ccccc2)cc1	-6	-11	9	7
COc1ccccc1NS(=O)(=O)c1cccc2nsnc12	-14	-24	-3	6
CCCS(=O)(=O)C/C(N)=N/OC(=O)c1ccccc1Cl	-2	-12	4	6
O=c1c2cc3c(nc2[nH]c(=S)n1-c1ccccc1)CCCC3	-60	15	8	8
COc1ccc(CNC(=O)CCN2C(=O)c3ccncc3C2=O)cc1OC	-36	3	1	11
Cc1ccc(Nc2nc(C(=O)NCC3CCCO3)cs2)cc1 (stereo not drawn)	-53	21	33	8
Cc1ccccc1COc1ccc2oc(C)c(C(=O)O)c2c1	10	11	-3	8
Fc1cc(NC(=S)NCc2ccc(CNC(=S)Nc3ccc(Cl)c(F)c3)cc2)ccc1Cl	-111	4	-10	9
CCOc1ccc(-n2c(C)cc(/C=N/Nc3nc(C)cc(=O)[nH]3)c2C)cc1	-55	-12	3	3
c1ccc2c(Nc3nncs3)c3ccccc3nc2c1	-39	21	28	7
Cc1ccc2c(c1)N(C(C)C(=O)NCc1ccc3c(c1)OCO3)C(=O)CO2 (stereo not drawn)	-55	-16	5	7
CCCCc1c(C)nc2cc(-c3ccco3)[nH]n2c1=O	-12	-14	1	7
N#Cc1c(N2CCOCC2)nsc1-c1ccccc1	-9	-10	0	3
O=C(O)CCCC(=O)Nc1ccc(-n2ccc(C(F)(F)F)n2)cc1	-5	-22	3	7
CN1/C(=C/C(=O)CSc2ccccc2C(=O)O)C(C)(C)c2ccccc21	-38	-34	30	3
Fc1ccc(N2CN(Cc3cccnc3)CNC2=S)cc1	-31	-2	11	6
Cc1ccc(S(=O)(=O)NC(=O)N2CCN(Cc3c(F)cccc3Cl)CC2)cc1	-2	-23	14	3
CC(C)(C)c1ccc(-c2noc(-c3ccc4c(c3)CCO4)n2)cc1	-47	24	-9	7
CNC(=S)Nc1cccc(C(=O)OC)c1	-25	-9	11	6
CCn1cc(C(=O)O)c(=O)c2cc(F)c(N3CCN(C(=S)NC(=O)c4ccccc4C)CC3)cc21	-15	4	-104	7
CCCCN1C(=S)NC[C@@H]1Cc1cccc2ccccc12	-93	2	-2	18
O=C(NN=C1CCCC1)c1[nH]c2ccc(Br)cc2c1-c1ccccc1	1	4	-11	7
CCOC(=O)c1c(CSc2ccsc2)n(C)c2cc(Br)c(O)c(CN(C)C)c12	-124	2	60*	6
COc1ccc(CN2C(=O)c3oc4ccccc4c(=O)c3C2c2ccc(O)c(OC)c2)cc1 (stereo not drawn)	-27	17	7	4
Fc1ccccc1Oc1nc(-c2ccncc2)nc2ccccc12	1	9	-50	2

3 entries out of the list, ordered by heavy-atom count, smallest number first:
SMILES	Mcl1 Bid PPI	Pf gametocyte	Mcl1 Noxa PPI	Avidin bead fluor
c1ccc2c(Nc3nncs3)c3ccccc3nc2c1	-39	21	28	7
O=C(NN=C1CCCC1)c1[nH]c2ccc(Br)cc2c1-c1ccccc1	1	4	-11	7
CN1/C(=C/C(=O)CSc2ccccc2C(=O)O)C(C)(C)c2ccccc21	-38	-34	30	3

Entries above marked active in Mcl1 Noxa PPI.
| SMILES | Mcl1 Bid PPI | Mcl1 Noxa PPI | Avidin bead fluor |
| --- | --- | --- | --- |
| CCOC(=O)c1c(CSc2ccsc2)n(C)c2cc(Br)c(O)c(CN(C)C)c12 | -124 | 60* | 6 |

More compounds follow.
SMILES	Mcl1 Bid PPI	Pf gametocyte	Mcl1 Noxa PPI	Avidin bead fluor
COC(=O)Cc1[nH]n(-c2ccccc2)c(=O)c1C=Nc1ccc(C)cc1	-14	-1	-9	9
N#CCc1c(C#N)c(N)nc(Nc2ccccc2)c1C#N	-28	-16	7	9
COC(=O)CC1(C(=O)OC)Oc2ccc(Br)cc2C(=O)N1c1cc(Cl)c(Cl)cc1Cl (stereo not drawn)	-5	-8	-5	5
COC(=O)c1ccc(S(=O)(=O)NCc2ccc(OC)cc2)n1C	-11	-7	-7	3
C[N+]12CCCCC1[C@@H](CO)CCC2 (stereo partly drawn)	-17	9	17	8
CN(C)c1c(F)cc(C(=O)NCc2ccccc2)cc1F	-11	-3	7	5
O=C(NCCN1CCCCCC1)C1CCCN1S(=O)(=O)c1cccc2nsnc12 (stereo not drawn)	8	-3	27	8
NS(=O)(=O)c1ccc2ccccc2c1	-7	-13	-4	5
O=C1NC(=Nc2cccnc2)S/C1=C/c1ccc(F)cc1	-14	-11	20	8
O=C(Cn1nc(-c2ccccc2)c2ccccc2c1=O)NN1CCOCC1	-15	-2	3	6
COc1cc(/C=C/C(=O)NCc2nc3ccccc3[nH]2)cc(OC)c1OC	-16	-49	1	6
CCCCOc1ccc(/C=N/NC(=O)C2CCCNC2=O)cc1 (stereo not drawn)	-13	10	-17	6
COc1ccc(CN2CCNC(=O)C2CC(=O)NCc2cccc(C)n2)c(OC)c1 (stereo not drawn)	2	-1	5	5
COC(=O)C1=C(C)N(Cc2ccccc2)C(=O)N[C@H]1c1ccc(Br)cc1	-27	15	9	9
CCOC(=O)c1nnn2c1nc(N1CCN(C)CC1)c1ccccc12	-36	-23	43	7
O=C(N/N=C/c1cccnc1)c1cccs1	-40	14	-6	7
Cc1cc(C(=O)CSc2nnnn2C)c(C)n1Cc1ccco1	-26	-2	-3	6
CC(C)(C)c1nc(Sc2ncccc2[N+](=O)[O-])n[nH]1	1	2	14	9
COc1cc(-c2[nH]ncc2CN2CCN(c3cccc(C)n3)CC2)cc(OC)c1OC	-42	-31	5	4
CN(C)C(=O)COC(=O)c1ccc(S(=O)(=O)NCc2ccco2)cc1	-15	10	10	4
C/C(CC(=O)Nc1ccc(Br)cc1)=N\NC(=O)Cc1csc(N)n1	-65	-10	13	7
O=C(O)c1ccc(S(=O)(=O)c2ccc3c(c2)C(=O)N(NC(=O)c2cccnc2)C3=O)cc1	6	-8	15	12
O=C(Nc1ccc(-c2csnn2)cc1)C1CC1	-7	2	10	7
CCN(CC)C(=O)CSc1nc(O)c(Cc2ccccc2)c(=O)n1-c1ccccc1C	-17	8	-1	7
COc1ccccc1-c1cn[nH]c1-c1ccc(OCc2ccccc2)cc1O	-16	20	15	4

One compound at a time, from the list above. Screens in order: Mcl1 Bid PPI, Pf gametocyte, Mcl1 Noxa PPI, Avidin bead fluor
NS(=O)(=O)c1ccc2ccccc2c1 reads -7, -13, -4, 5
O=C(Cn1nc(-c2ccccc2)c2ccccc2c1=O)NN1CCOCC1 reads -15, -2, 3, 6
CN(C)c1c(F)cc(C(=O)NCc2ccccc2)cc1F reads -11, -3, 7, 5
COC(=O)c1ccc(S(=O)(=O)NCc2ccc(OC)cc2)n1C reads -11, -7, -7, 3

Next compounds
SMILES	Mcl1 Bid PPI	Pf gametocyte	Mcl1 Noxa PPI	Avidin bead fluor
COc1ccccc1CNCC(=O)Nc1ccc(C(F)(F)F)cc1	-25	-9	13	9
COc1cc(OC)nc(/N=C/NO)n1	-2	6	5	6
O=C(Nc1ccc(-c2csc(Nc3cccc(C(F)(F)F)c3)n2)cc1)c1cc([N+](=O)[O-])cc(C(F)(F)F)c1	-72	15	-66	8
O=S(=O)(c1ccc(NC(=S)NN=C(C2CC2)C2CC2)cc1)N1CCOCC1	-84	-10	-65	3
O=C(Nc1ccc(N2CCOCC2)c(S(=O)(=O)Nc2cc(Cl)ccc2Cl)c1)c1cccnc1	1	-6	11	14
COC(=O)c1c(C)oc(C)c1S(=O)(=O)NCc1ccc(OC)cc1	-8	-11	-12	7
CCOC(=O)C1CCN(c2c(NCc3ccc(N(C)C)cc3)c(=O)c2=O)CC1	-67	-12	-6	5
Cc1ccc(C(C)C)c(OC/C(O)=C(\C#N)c2nc3ccccc3[nH]2)c1	-31	4	-34	11
CN(C)S(=O)(=O)N(CC(=O)N1CCN(Cc2ccccc2)CC1)c1ccccc1	-22	-2	12	5
CCN(CCn1cccn1)C(=O)CCc1nnc(C2CCCCC2)o1	-14	14	9	5
CC1(C)CC(=O)C(C=NCCN2CCN(CC(=O)Nc3ccc(F)cc3)CC2)=C(O)C1	-17	-1	-10	8
Nc1nonc1-n1nnc(C(=O)N/N=C/c2cccnc2)c1CSC1=NCCS1	-16	-7	17	4
CC1CCN(CC(=O)Nc2ccc(S(=O)(=O)NC3CC3)cc2)CC1	-8	30	24	8
COc1ccc(OC)c(S(=O)(=O)N2CCNCC2)c1	-20	8	-7	9
CC(c1ccccc1)C1CC(=O)N(c2cc(Cl)ccn2)C1=O (stereo not drawn)	2	3	14	6
S=C(c1ccc(-c2ccc(Br)cc2)o1)N1CCOCC1	-46	15	2	6
CC(C)(C)c1nnc(NC(=O)C2c3ccccc3Oc3ccccc32)s1	-34	9	7	2
CCOC(=O)C(=O)NNc1ccccc1OC	-66	-7	0	6
CCn1nc(C)c(/C=N/NC(=O)Cn2nnc(N)n2)c1C	-4	-3	22	7
Cc1nc(-c2ccc(S(=O)(=O)N3CCCN(CCc4ccccc4)CC3)s2)cs1	-19	-4	17	7
CCCCC1=CC2=C(c3ccco3)C(=O)C(C)(OC(=O)c3ccc(OC)cc3)C(=O)C2=CN1CC1CC1 (stereo not drawn)	-137	-5	22	7
O=C(Cn1nnc2ccccc21)c1ccc(Br)cc1	-27	-22	-8	5
O=C(CCc1ccccc1)NCC(=O)N/N=C/c1ccc(O)cc1O	-54	-21	-62	7
CC(C)C(=O)N1CCC2(CC1)Oc1ccc(Cl)cc1C(=O)C21CC(c2ccc(Cl)cc2)=NO1 (stereo not drawn)	-31	-1	12	9
O=[N+]([O-])c1ccc(-c2ccc(/C=N/O)o2)cc1	-27	12	17	5
The list continues.
SMILES	Mcl1 Bid PPI	Pf gametocyte	Mcl1 Noxa PPI	Avidin bead fluor
CCN(C(=O)Cn1c(=O)oc2cc(S(=O)(=O)N3CCOCC3)ccc21)c1ccccc1	-20	13	15	11
Nc1c(Cl)ncnc1N/N=C/c1cccc(O)c1	-101	-14	30	10
O=[N+]([O-])c1cccnc1Oc1ccc(F)cc1	-9	5	-11	8
O=C(CN1C(=O)c2ccccc2S1(=O)=O)c1ccc2c(c1)OCCCO2	-1	1	11	6
C[C@@H](C(=O)N[C@@H](Cc1c[nH]c2ccccc12)C(=O)O)n1nnc2ccccc2c1=O	-112	0	3	11
N#Cc1c(Nc2ccccc2C(F)(F)F)s[nH]c1=O	-39	6	3	3
COc1ccc(C(=O)/C=C/Nc2ccc(S(N)(=O)=O)cc2)cc1OC	-31	-5	0	3
Nc1nnnn1CC(=O)N/N=C/c1cccs1	-18	-7	4	8
O=C(COC(=O)C1CC2C=CC1C2)Nc1cccc(S(=O)(=O)N2CCOCC2)c1 (stereo not drawn)	-103	8	4	10
CCCCCSc1nnc(N)s1	-5	13	4	8
COc1cccc(Cc2n[nH]c(=S)n2Cc2ccco2)c1	-34	9	15	8
N#C/C(=C/c1cccs1)c1ccccn1	-4	1	5	7
O=C(Nc1ccc(C2SCCS2)cc1)c1ccccc1	-18	17	-23	5
COC(C[C@H]1O[C@H]1[C@@H](O)[C@@H](C)OCc1ccccc1)OC	-20	-5	-6	10
CN(C)CCCNC(=O)c1ccc(=O)[nH]n1	-2	-7	-7	4
O=S(=O)(c1ccc(-c2cc(C(F)(F)F)on2)s1)N1CCCC1	7	-2	12	5
O=C(O)CCC(=O)NN1C(=O)c2ccccc2NC1c1ccco1 (stereo not drawn)	-17	-29	8	8
Cc1ccccc1-c1nc(P(=O)(c2ccccc2)c2ccccc2)c(N2CCOCC2)o1	-19	7	-5	7
COc1ccc(NC(=O)c2nc[nH]c2C(=O)N2CCN(C(=O)OC(C)(C)C)CC2)cc1	-40	-5	-8	10
NC(=O)NC(=O)COC(=O)c1ccccc1OCc1ccc(F)cc1	-3	9	5	1
O=C1CCCCc2sc(Br)c([N+](=O)[O-])c2N1	-13	3	-6	8
C[n+]1cccc2ccc3c(c21)OC(N)=C(C#N)C3c1ccccc1 (stereo not drawn)	-35	8	8	6
COc1ccccc1N/C(N)=N/c1nc(C)cc(C)n1	-50	12	-16	8
CC1=NN(C(C#N)c2ccccc2)C(c2ccccc2)C1 (stereo not drawn)	-24	-23	-21	6

Four successive entries from above:
SMILES	Mcl1 Bid PPI	Pf gametocyte	Mcl1 Noxa PPI	Avidin bead fluor
Cc1ccccc1-c1nc(P(=O)(c2ccccc2)c2ccccc2)c(N2CCOCC2)o1	-19	7	-5	7
COc1ccc(NC(=O)c2nc[nH]c2C(=O)N2CCN(C(=O)OC(C)(C)C)CC2)cc1	-40	-5	-8	10
NC(=O)NC(=O)COC(=O)c1ccccc1OCc1ccc(F)cc1	-3	9	5	1
O=C1CCCCc2sc(Br)c([N+](=O)[O-])c2N1	-13	3	-6	8

Assay outcomes: PubChem BioAssay, several laboratories
